# APE1 inh: inhibitors of human APE1 endonuclease; Potency, µM (titrated, usually from 65.8 µM), inactives show at the highest dose activity change, negative = inhibition, usual class: inhibitors; 350,000 compounds, 0.35% hits; AID 2517; P27695; recombinant APE1, TAMRA/BHQ-2 abasic DNA cleavage fluorescence;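 further: potency means the concentration at half of the fitted maximal effect; plate controls were vehicle for no effect and reference inhibitor for full effect; nearly all actives have a fitted effect of over 55% in size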
# Target sequence (P27695 whole entry, looked up): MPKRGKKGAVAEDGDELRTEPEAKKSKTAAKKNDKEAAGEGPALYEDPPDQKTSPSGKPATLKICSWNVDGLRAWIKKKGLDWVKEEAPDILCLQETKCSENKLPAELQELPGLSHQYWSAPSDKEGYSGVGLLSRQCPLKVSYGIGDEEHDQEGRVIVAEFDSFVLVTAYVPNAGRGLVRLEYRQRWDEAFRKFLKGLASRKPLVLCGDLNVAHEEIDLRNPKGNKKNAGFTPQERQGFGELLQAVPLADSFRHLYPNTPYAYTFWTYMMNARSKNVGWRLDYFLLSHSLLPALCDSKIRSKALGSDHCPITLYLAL
#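 Readout is kinetic fluorescence (ex 525, em 598 nm) from cleavage of 50 nM TAMRA/BHQ-2 THF abasic duplex by 0.75 nM APE1, compound added 15 min beforehand at RT.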
# POLB inh: DNA polymerase beta (human) inhibition; AID 485314; Pol beta primer extension/strand displacement, fluorescence kinetic; 340,000 compounds, 1.3% hits; Potency, µM (top dose mostly 114 µM), without a hit: at the highest dose activity change, negative = inhibition, usual class: inhibitors; further: potency means the concentration at half of the fitted maximal effect; on the % scale 0 is the no-effect control and ±100 the full control effect
#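 10 nM enzyme + cpd, 15 min RT; start with substrate 50 nM final; read 0 min and after 10 min RT. Corrected, normalized data; 4-parameter Hill curve fit.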
# BLM inh: blocks DNA unwinding by human BLM helicase; Potency, µM (top dose mostly 56.1 µM), for inactives: at the top dose activity change, negative = inhibition, most hits filed as inhibitors; 350,000 compounds, 0.2% hits; P54132; recombinant BLM DNA unwinding, fluorescence dequenching;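 further: potency means the concentration at half of the fitted maximal effect; plate controls were vehicle for no effect and no enzyme for full effect; nearly all actives have a fitted effect of over 35% in size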
# Pol iota inh: blocks human DNA polymerase iota activity; 390,000 compounds, 1% hits; Potency, µM (top dose mostly 115 µM), for the others: at the top dose activity, negative = inhibition, usual class: inhibitors; AID 588590; Pol iota fluorescent replication assay, 10 min; further: potency means the concentration at half of the fitted maximal effect
#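 Pol iota at 10 nM preincubated 15 min with compounds at room temperature; reaction started with fluorescent substrate, 50 nM final. Fluorescence read kinetically at 0 and 10 min; buffer-only wells as negative control.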
# Anesthetic bind: candidate novel general anesthetic via apoferritin binding. P02791. 350,000 compounds, 0.074% hits. apoferritin/1-aminoanthracene competitive binding, fluorescence. Potency, µM (top dose mostly 77.5 µM), without a hit: at the highest dose activity change, negative = displacement, actives largely listed as inhibitors. AID 485281; further: potency means the concentration at half of the fitted maximal effect; on the % scale 0 is the no-effect control and ±100 the full control effect; nearly all actives have a fitted effect of over 20% in size
# Target sequence (P02791 2-175 limits assumed): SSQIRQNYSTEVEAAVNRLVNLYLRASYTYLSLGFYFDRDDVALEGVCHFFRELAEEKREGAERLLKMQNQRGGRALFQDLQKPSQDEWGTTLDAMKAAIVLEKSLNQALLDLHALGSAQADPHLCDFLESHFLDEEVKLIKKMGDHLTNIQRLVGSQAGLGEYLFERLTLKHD
#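 Concentration-response curves derived by four-parameter Hill fitting of normalized fluorescence, where compounds displaced 1-AMA from 10 uM horse apoferritin following a brief 10 min room-temperature incubation; propofol titration acted as positive control.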
# Pol kappa inh: DNA polymerase kappa (human) inhibition | 400,000 compounds, 0.53% hits | Q9UBT6 | Potency, µM (top dose mostly 107 µM), inactives show at the top dose activity, negative = inhibition, hits mostly inhibitors | purified Pol kappa, fluorescent DNA synthesis assay, 10 min; further: potency means the concentration at half of the fitted maximal effect; on the % scale 0 is the no-effect control and ±100 the full control effect
#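 Pol kappa 10 nM + cpd, 15 min RT; start w/ substrate 50 nM final; fluorescence kinetic read, 0 and 10 min. Neg ctrl: buffer, no enzyme.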
# 12-LOX inh: blocks human arachidonate 12S-lipoxygenase; P18054; purified 12hLO, xylenol orange hydroperoxide absorbance; Potency, µM (doses to about 108 µM), for inactives: top-dose activity change, negative = inhibition, hits mostly inhibitors; 580,000 compounds, 1.1% hits; further: potency means the concentration at half of the fitted maximal effect; on the % scale 0 is the no-effect control and ±100 the full control effect
#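 Purified human 12hLO at 150 nM in 25 mM Hepes, 0.01% Triton X-100, pH 7.0, preincubated 15 min at room temperature with compound. Reaction started with 40 uM arachidonic acid, 30 min at room temperature. Hydroperoxide measured by Fe-xylenol orange, 573/405 nm absorbance ratio.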
# ERG Ets-DNA blk: ERG Ets/DNA interaction inhibition | P11308 | fluorescence polarization, His-ERG Ets domain / labelled DNA | Potency, µM (highest dose often 76.9 µM), inactives show at the top dose FP activity, negative = inhibition, hits mostly inhibitors | 370,000 compounds, 0.028% hits | AID 624246; active means well fitted inhibition curve with a large enough effect in the polarisation, with a control signal flat; inconclusive means small, poorly fitted or top-dose-only effect, or effect the other way, or a change in a side signal; inactive means no such curve, though single readings can be large or run the other way; the % refers to the polarisation;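 further: polarization taken with two DNA probes labelled with fluorescein and Texas red; potency means the concentration at half of the fitted maximal effect; % of control where 0% means no effect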
#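 His-tagged ERG Ets domain (1 uM in the protein solution; 300mM KCl, 50mM Tris-HCl, 1mM EDTA, 1mM DTT, pH 7.5) received compound, then a probe mix of 5 nM fluorescein-DNA and 100nM Texas-615-DNA. Fluorescence polarization was read for both dyes.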
# TRHR ag: agonists of human TRH receptor; P34981; TRHR cells, calcium flux fluo-8, FDSS agonist mode; activation, % at 2 µM; 360,000 compounds, 0.18% hits; AID 493084; in the data active means activation above about 30%; further: 0% is about no effect
# Target sequence (P34981 whole entry, looked up): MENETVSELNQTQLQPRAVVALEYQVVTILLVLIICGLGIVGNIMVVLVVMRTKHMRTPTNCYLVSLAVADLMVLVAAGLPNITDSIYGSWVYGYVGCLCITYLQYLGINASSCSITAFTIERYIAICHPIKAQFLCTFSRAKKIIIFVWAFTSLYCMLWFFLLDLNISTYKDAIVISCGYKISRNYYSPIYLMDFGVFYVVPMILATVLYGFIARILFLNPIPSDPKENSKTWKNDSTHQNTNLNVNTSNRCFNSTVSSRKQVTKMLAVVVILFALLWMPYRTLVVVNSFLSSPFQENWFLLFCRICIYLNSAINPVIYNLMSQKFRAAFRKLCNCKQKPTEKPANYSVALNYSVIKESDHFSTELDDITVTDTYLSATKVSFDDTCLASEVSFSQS
#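 TRHR-expressing cells, plated overnight in medium with 10% serum, were loaded with fluo-8 calcium dye at room temperature. After a 10 s baseline, library compound was pin-added and calcium release was recorded kinetically (ex 480/em 530) as agonist response.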
# * = called active by the depositor; ? = inconclusive; / = not tested or not shown; & = joins results of further samples; [ ] = remark or other dose. Unless noted, the call rests on the fitted dose curve; in most records, active means well fitted curve in the direction sought with a large enough effect; inconclusive means small, poorly fitted or top-dose-only effect, or another doubt; inactive means no such curve, though single readings can be large; an effect the other way counts as inactive or inconclusive. This is a subset; the hit share may differ from the screen's.
no.	SMILES	APE1 inh	POLB inh	BLM inh	Pol iota inh	Anesthetic bind	Pol kappa inh	12-LOX inh	ERG Ets-DNA blk	TRHR ag
1	COc1ccc(Cn2c(=O)[nH]c3cc(OC)c(OC)cc3c2=O)cc1	-7%	0%	1%	?	7%	-6%	18%	6%	-1.1
2	COc1cc(Br)ccc1C1C(C(=O)Nc2ccc(C)cc2C)=C(C)Nc2nnnn21 (stereo not given)	/	-19%	-1%	-18%	-9%	8%	1%	-1%	-0.7
3	C/C(CC(=O)Nc1cc(Cl)ccc1Cl)=N\NC(N)=S	-4%	11%	-2%	-3%	-24%	-20%	?	3%	0.4
4	COc1ccccc1CCNC(=O)c1ccc2nc[nH]c2c1	-22%	45µM*	-10%	1%	-6%	-11%	-4%	3%	0.2
5	CCOC(=O)c1[nH]c(C)c(CCC(=O)N2CCN(c3ccccc3)CC2)c1C	/	-9%	1%	18%	3%	4%[60.1 µM]	-5%	0%	-0.3
6	COC(=O)C[C@H]1c2ccccc2S(=O)(=O)N1Cc1ccc(OC)cc1	/	/	/	18%&31%	/	-6%&-1%	?	0%	/
7	CCOc1ccc(S(=O)(=O)N2CCN(C(=O)c3cccnc3)CC2)cc1	71%[activator]	-12%	-1%	22%	3%	1%	-19%	0%	0.2
8	CC1=C(C(=O)OCc2ccccc2)C(c2ccccc2)NC(=O)N1CCCCCC(=O)O (stereo not given)	0%&-4%	6%	3%&-4%	1%	-9%&-8%	7%	0%	3%	-0.5

# Part of the list above with just Pol iota inh:
item	SMILES	Pol iota inh
3	C/C(CC(=O)Nc1cc(Cl)ccc1Cl)=N\NC(N)=S	-3%
4	COc1ccccc1CCNC(=O)c1ccc2nc[nH]c2c1	1%
5	CCOC(=O)c1[nH]c(C)c(CCC(=O)N2CCN(c3ccccc3)CC2)c1C	18%

# Next section
no.	SMILES	APE1 inh	POLB inh	BLM inh	Pol iota inh	Anesthetic bind	Pol kappa inh	12-LOX inh	ERG Ets-DNA blk	TRHR ag
9	CCOC(=O)C1(Cc2cccc(OC)c2)CCN(CC2CC=CCC2)CC1 (stereo not given)	-2%	-28%	-3%	109%[activator]	-13%	2%	12%	10%	0.6
10	CCCn1c(=O)c(Br)cn(-c2ccccc2C)c1=O	1%	-9%	-1%	19%	-10%	1%	13%	-3%	-0.4
11	Cc1ccc(OCCC(=O)OCC(=O)Nc2ccc(F)cc2)cc1	-6%	/	/	-5%	/	-12%	-16%	15%	-0.9
12	CC(=O)N(CN1C(=O)c2ccc([N+](=O)[O-])cc2C1=O)c1ccc(F)cc1	7%	10%	2%	9%	6%	-2%	24%	/	-1.1
13	COc1ccc(CNC(=O)CCNC(=O)c2ccc(C(C)(C)C)cc2)cc1OC	16%	/	/	26%	/	1%	-10%	-7%	0.1
14	CC(=O)Nc1ccn(C2OC(C(COC(C)=O)NC(=O)C(C)NC(=O)OC(C)(C)C)C(OC(C)=O)C2OC(C)=O)c(=O)n1 (stereo not given)	15%	/	-1%	-9%	0%	-13%	/	/	/
15	Cc1cc(C)c(OCC(=O)Nc2nnn(C)n2)c(Br)c1	4%	2%	0%	?	-12%	-7%	0%	1%	-0.5
16	O=C(c1ccc([N+](=O)[O-])cc1)N(Cc1ccc(Cl)cc1Cl)N1C(=O)CCCC1=O	-1%	?	-4%	-24%[58.9 µM]	-18%	-5%	-8%	8%	0.8

# Later entries:
no.	SMILES	APE1 inh	POLB inh	BLM inh	Pol iota inh	Anesthetic bind	Pol kappa inh	12-LOX inh	ERG Ets-DNA blk	TRHR ag
17	COC(=O)c1ccccc1S(=O)(=O)N1CCC(C(=O)OC(C)C(=O)NC(N)=O)CC1 (stereo not given)	2%	36%[activator]	-3%	-12%	-9%	-9%	-81%	6%	0.7
18	Cc1ccc(S(=O)(=O)N(C)c2nc3ccccc3[nH]c2=S)cc1	9%	5%	-4%	?	-9%	9%	?	-4%	-1.1
19	COC(=O)c1ccccc1S(=O)(=O)N(Cc1cc2ccc(OC)cc2[nH]c1=O)CC1CCCO1 (stereo not given)	9%	-11%	-1%	5%	-6%	-3%	-16%	2%	-1.0
20	O=[N+]([O-])c1ccccc1-c1ccc(/C=N/n2cnnc2)o1	-14%	8%	1%	-5%[58.9 µM]	-12%	-4%	16%	1%	-0.1
21	Cc1nc(SCCC(C)C)c([N+](=O)[O-])[nH]1	2%	3%	-2%	4%	?	7%	?	-2%	0.1
22	CCN(CC)C(=O)c1cc2cc(Br)ccc2oc1=O	0%	3%	1%	170%[activator]	-8%	12%	?	1%	-0.1
23	O=C(Nc1ccc(F)c(Cl)c1)c1cc(S(=O)(=O)N2CCCc3ccccc32)ccc1F	/	6%	-15%	16%	-9%	-18%[60.1 µM]	?	0%	0.8
24	O=c1ccc2cc(S(=O)(=O)Nc3ccccc3F)ccc2o1	25%	-1%	0%	20%	-3%	11%	18%	?	-0.4

# Further results
no.	SMILES	APE1 inh	POLB inh	BLM inh	Pol iota inh	Anesthetic bind	Pol kappa inh	12-LOX inh	ERG Ets-DNA blk	TRHR ag
25	NNC(=O)c1ccc(COc2ccc(Br)cc2)o1	-8%	53%	-2%	-7%	-12%	-10%	0%	10%	-0.2
26	CN1CC[C@@]2(CCCN(S(=O)(=O)c3ccccc3)C2)C1	30%	/	-5%	/	/	-7%[60.1 µM]	-8%[57.4 µM]	/	/
27	O=C(NCC1CCCN1S(=O)(=O)c1cccs1)c1ccc(Cl)cc1 (stereo not given)	-9%	/	/	15%	/	0%	?	0%	-0.2
28	CCOC(=O)C1=C(COC(=O)CCC(=O)c2ccc(C)cc2)NC(=O)NC1C (stereo not given)	23%	/	/	19%	/	10%	-9%	-7%	-0.9
29	CN(CC(=O)N1CCN(c2ccccn2)CC1)S(=O)(=O)c1ccc2ccccc2c1	-6%	-21%	-1%	-1%	3%	-5%	7%	/	-0.2
30	CC(=O)c1cc(C#N)c(SCC(=O)OC(C)C)nc1C	-2%	0%	-1%	15%	-13%	2%	2%	-9%	0.4
31	CN(C1CCCCC1)S(=O)(=O)c1ccc(-c2ccccn2)s1	11%	30%	-14%	49%[activator]	-4%	-3%	-16%	-18%	0.2
32	COC(=O)CNC(=O)CN(c1ccc(OC)cc1OC)S(=O)(=O)c1ccccc1	-2%	/	/	13%	/	-20%	4%	-6%	-0.6

# Single values from the entries so far.
# cpd 29 – 12-LOX inh: 7%
# cpd 27 – TRHR ag: -0.2

# The list continues.
no.	SMILES	APE1 inh	POLB inh	BLM inh	Pol iota inh	Anesthetic bind	Pol kappa inh	12-LOX inh	ERG Ets-DNA blk	TRHR ag
33	O=C(CC1(O)C(=O)N(CCc2ccccc2)c2ccc(Br)cc21)c1ccccc1 (stereo not given)	/	8%	-20%	89µM*	-12%	-6%	-25%	-5%	0.7
34	CC1=NN(C(=O)c2ccncc2)C(=O)C1N=Nc1ccc2ccccc2c1 (stereo not given)	/	/	/	89µM*	/	?	-13%	2%	/
35	Cc1ccc(CSCC(=O)N(C)CC(=O)Nc2ccc(Cl)c(Cl)c2)cc1	-20%	/	/	9%	/	-10%	-28%	5%	-0.1
36	CN(C)c1ccc(/C=C/c2ccc3ccccc3n2)cc1	-5%	-9%	-4%	18%&-9%	43%[activator]	-2%&-3%	/	6%	38*
37	CC1CCN(C(=O)CSCc2ccc(Cl)cc2)CC1	19%	14%	-6%	8%	-18%	-7%	15%	1%	-0.2
38	Cn1c(=O)c2c(ncn2CC(=O)N2CCOCC2)n(C)c1=O	-1%	31%	0%	-4%	-6%	-11%	-12%	-4%	0.5
39	COCCN(C(=O)c1ccc2c(c1)S(=O)(=O)N=C1CCCCCN12)c1c(N)n(CC(C)C)c(=O)[nH]c1=O	/	/	/	40%[activator]	/	2%	15%	2%	/
40	Cc1ccc2c(c1)[nH]c1c(=O)n(CCN3CCCCC3)cnc12	4%	2%	-6%	21%	-10%	-4%	?	5%	0.7

# Going on with the list:
no.	SMILES	APE1 inh	POLB inh	BLM inh	Pol iota inh	Anesthetic bind	Pol kappa inh	12-LOX inh	ERG Ets-DNA blk	TRHR ag
41	OC(c1ccc(Cl)cc1)C(O)c1nc2ccccc2[nH]1 (stereo not given)	0%	-18%	-1%	-14%[58.9 µM]	-12%	-3%	14%	9%	1.0
42	COc1cc(NC(C)CCCNC(C)C)c2ncccc2c1OC (stereo not given)	/	/	/	?	/	-7%	-28%	-20%	/
43	CCOC(=O)CNc1nc(Cl)nc(Nc2ccc(C)cc2)n1	-6%	-6%	1%	6%	-2%	3%	-25%	-1%	0.2
44	COc1ccc(C(=O)NCCn2cc(SCC(=O)Nc3nnc(C)s3)c3ccccc32)cc1	/	/	/	2%	/	-15%	-19%	-1%	/
45	CCCCN1CC2([N+](=O)[O-])C=CC(=O)C([N+](=O)[O-])(C1)C2CC(=O)c1ccccc1 (stereo not given)	-4%	-9%	-3%	133%[activator]	-9%	0%	-30%	7%	0.5
46	O=C1C2C3CCC(C3NCc3ccccc3)C2C(=O)N1Cc1ccccc1 (stereo not given)	9%	2%	-5%	-2%	-5%	-9%	0%	7%	0.0
47	C/C(=N\NC(=O)c1ccc(O)cc1)c1cccc(NC(=O)c2ccccc2C)c1	1%	19%	2%	13%	-8%	-6%	-5%	-3%	-0.6
48	Cc1cccc(OCCCCn2nnc3sc4c(c3c2=O)CCC(C)C4)c1 (stereo not given)	/	14µM*	-13%	?	-16%	-25%	?	7%	0.4

# Exported screen by screen: entries from further up
43) CCOC(=O)CNc1nc(Cl)nc(Nc2ccc(C)cc2)n1
44) COc1ccc(C(=O)NCCn2cc(SCC(=O)Nc3nnc(C)s3)c3ccccc32)cc1

assay / entry,43,44
APE1 inh,-6%,/
POLB inh,-6%,/
BLM inh,1%,/
Pol iota inh,6%,2%
Anesthetic bind,-2%,/
Pol kappa inh,3%,-15%
12-LOX inh,-25%,-19%
ERG Ets-DNA blk,-1%,-1%
TRHR ag,0.2,/

# High-throughput results from PubChem.
